DAGLB inhibitor: diacylglycerol lipase beta (human) inhibition | Q8NCG7 | HEK293T DAGLB membrane lysate, EnzChek fluorogenic substrate | inhibition, % at 5.17 µM | 340,000 compounds, 0.059% hits | AID 504411; in the data active = inhibition above about 34%;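 note: 0% = enzyme with vehicle and 100% = wells lacking enzyme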
CAL PDZ FP-1: inhibitors of human CAL PDZ peptide binding. Q9HD26. purified CAL PDZ, TMR-peptide fluorescence polarization, 1 h. inhibition, % at 20 µM. AID 504414. 330,000 compounds, 0.02% hits;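 active = highest replicate inhibition of at least 40%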;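 note: plate controls were DMSO neutral control wells for no effect and unlabeled competitor peptide control wells for full effect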
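Test system: tagged CAL PDZ domain / Buffer or medium: sodium phosphate/NaCl buffer pH 7.4 with TCEP, IgG, Thesit / Reagent: TMR-labelled reporter peptide T*-PRC34 bound in PDZ groove / Compound dosing: single point, 20 µM / Schedule: 1 h incubation at room temperature before polarization reading / Technique: fluorescence polarization (mP) / Benchmarks: unlabelled peptide, DMSO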
Arr AP2 block: inhibitors of human beta-arrestin and AP2 interaction; FITC-arrestin peptide / GST-AP2 beads, flow cytometry; AP2 beta2 appendage carries R879A mutation; inhibition, % at 10 µM; 340,000 compounds, 0.31% hits;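 active = inhibition above a set limit, near 3 SD of compounds lacking own fluorescence, cut at about 54% in these data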;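 note: plate controls were DMSO wells for no effect and 5 µM unlabelled arrestin peptide for full effect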
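Material – AP2 appendage R879A on GSH beads · Buffer or medium – PBS with 0.05% Tween 20 and 0.1% BSA · Probe or stimulus – fluorescein-tagged arrestin peptide at 50 nM final · Incubation – compound with beads 12 min RT, then probe 1 h RT · Detection – high-throughput flow cytometry of beads, ex 488, em 535 nm · Evaluation – percent response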
CAL PDZ FP-2: CAL PDZ (human) peptide binding inhibition; purified CAL PDZ, TMR-peptide fluorescence polarization, 1 h; inhibition, % at 24.9 µM; AID 602252; 300,000 compounds, 0.92% hits;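 active = mean inhibition of at least 30% with at least half of replicates also reaching 30%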;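 note: 0% = DMSO neutral control and 100% = excess unlabeled competitor peptide PRC23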
Cardiac RTF inh: cardiac RTF calcium desensitization; 340,000 compounds, 0.12% hits; P19429+P45379; IANBD-labeled cardiac RTF, Ca2+ fluorescence; inhibition, % at 7.15 µM; AID 493244;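 active = inhibition above the mean inhibition of all tested compounds plus 3 SD, cut at about 17% in these data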;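 note: assay run at fixed EC70 calcium of 1.6 mM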
NSD2 HMT inh: inhibitors of human histone methyltransferase NSD2; 310,000 compounds, 0.54% hits; NSD2 peptide methylation, AlphaScreen, 120 min; inhibition, % at 12.5 µM; in the data active = inhibition above about 50%
Target sequence (O96028 whole entry, looked up): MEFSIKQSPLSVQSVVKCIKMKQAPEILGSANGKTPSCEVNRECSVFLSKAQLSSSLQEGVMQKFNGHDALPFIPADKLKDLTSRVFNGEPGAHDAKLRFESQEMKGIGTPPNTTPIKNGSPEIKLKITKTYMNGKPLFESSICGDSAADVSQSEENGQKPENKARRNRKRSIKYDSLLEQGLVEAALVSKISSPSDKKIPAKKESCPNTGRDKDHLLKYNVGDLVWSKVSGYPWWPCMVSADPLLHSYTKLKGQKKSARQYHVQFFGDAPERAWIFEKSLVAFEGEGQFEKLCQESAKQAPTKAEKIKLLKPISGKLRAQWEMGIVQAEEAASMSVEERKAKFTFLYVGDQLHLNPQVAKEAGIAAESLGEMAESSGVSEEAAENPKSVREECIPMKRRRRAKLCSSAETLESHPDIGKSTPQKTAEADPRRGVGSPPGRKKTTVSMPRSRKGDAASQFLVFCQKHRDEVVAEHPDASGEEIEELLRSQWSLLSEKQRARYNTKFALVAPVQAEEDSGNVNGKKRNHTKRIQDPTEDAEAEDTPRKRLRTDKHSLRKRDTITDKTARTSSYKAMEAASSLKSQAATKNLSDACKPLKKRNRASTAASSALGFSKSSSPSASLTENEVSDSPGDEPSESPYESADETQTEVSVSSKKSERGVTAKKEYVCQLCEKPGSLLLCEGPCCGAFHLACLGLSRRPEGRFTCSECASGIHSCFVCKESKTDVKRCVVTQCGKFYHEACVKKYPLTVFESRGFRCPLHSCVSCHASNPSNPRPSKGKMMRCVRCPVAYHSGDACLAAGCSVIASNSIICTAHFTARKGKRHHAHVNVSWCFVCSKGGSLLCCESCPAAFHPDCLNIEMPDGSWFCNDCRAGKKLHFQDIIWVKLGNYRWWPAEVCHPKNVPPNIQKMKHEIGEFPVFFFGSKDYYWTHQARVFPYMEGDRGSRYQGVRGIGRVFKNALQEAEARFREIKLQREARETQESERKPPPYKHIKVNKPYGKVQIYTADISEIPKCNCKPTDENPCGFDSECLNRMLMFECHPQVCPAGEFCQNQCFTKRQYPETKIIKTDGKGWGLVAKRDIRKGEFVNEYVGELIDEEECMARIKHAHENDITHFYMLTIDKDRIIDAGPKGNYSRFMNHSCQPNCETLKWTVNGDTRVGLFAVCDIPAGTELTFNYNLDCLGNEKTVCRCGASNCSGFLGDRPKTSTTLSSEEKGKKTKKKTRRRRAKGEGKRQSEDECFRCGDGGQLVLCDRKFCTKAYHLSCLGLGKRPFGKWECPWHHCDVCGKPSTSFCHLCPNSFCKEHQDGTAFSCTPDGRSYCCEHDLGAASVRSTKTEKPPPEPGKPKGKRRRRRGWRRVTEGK
V-ATPase pHluor: regulators of yeast V-ATPase proton transport; S. cerevisiae, pHLuorin cytosolic pH fluorescence; response, % at 10 µM; 350,000 compounds, 0.37% hits; in the data active = response mostly above about 7.3%, no sharp cut-off; inactive = mostly below about 5.4%; note: actives read high; inactives centre near 0; some compounds called inactive have numbers as strong as hits
C-LANA FP: blocks KSHV LANA C-terminal domain binding to DNA; inhibition, % at 9 µM; AID 504423; 340,000 compounds, 0.078% hits; MBP-C-LANA/FAM-LBS DNA binding, fluorescence polarization;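 active = highest replicate inhibition at or above 60% at 9 µM, even if other replicates fall short; inactive = all replicates below 60% inhibition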;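 note: 0% = neutral control wells and 100% = 4 µM acridine orange control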
DSG3 Ab inh: blocks pemphigus antibody binding to human desmoglein-3 | DSG3-coupled beads, scFv-anti-DSG3-GFP binding, flow cytometry; active compounds read low | binding (percent of control), % at 10 µM | AID 588358 | P32926 | 310,000 compounds, 0.48% hits;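 active = binding more than 3 SD below its plate's average and above zero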;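 note: hits lower antibody fragment binding to DSG3; some compounds called inactive have numbers as strong as hits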
Keap1-Nrf2 PPI: inhibitors of human Keap1-Nrf2 protein-protein interaction. inhibition, % at 9.4 µM. Keap1 Kelch-Nrf2 peptide fluorescence polarization, 1536-well. 340,000 compounds, 0.15% hits; in the data active = inhibition above about 12%;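 note: human Keap1 Kelch domain with fluorescein labeled Nrf2 9mer peptide probe; 0% = neutral control wells and 100% = peptide positive control; higher means more block of Keap1 binding to Nrf2 peptide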
* marks the source's active call; other numbers are inactive results; · = no result given.

SMILES	DAGLB inhibitor	CAL PDZ FP-1	Arr AP2 block	CAL PDZ FP-2	Cardiac RTF inh	NSD2 HMT inh	V-ATPase pHluor	C-LANA FP	DSG3 Ab inh	Keap1-Nrf2 PPI
CCc1ccccc1N(C)S(=O)(=O)c1ccc2[nH]cc(C(=O)N3CCc4ccccc43)c(=O)c2c1	-11	-0.1	20	-2	1	0	22*	0.6	104	-4
COc1ccc(CCNC(=O)C(=O)NCC2OCCN2S(=O)(=O)c2ccc(C)cc2)cc1 (stereo not given)	-2	0.2	15	·	-2	·	3	-0.2	113	1
Cc1ccc(S(=O)(=O)Nc2cccc(C(=O)NC3CCN(Cc4ccccc4)CC3)c2)cc1F	-2	-2.1	19	-5	-8	-1	9	-2.0	113	1
CC(=O)C1CCC2C3CC=C4N(C)C(=O)CCC4(C)C3CCC12C (stereo not given)	-2	-1.5	31	0	4	-10	-3	0.2	·	-1
Cc1c(C(c2ccc(F)cc2)c2c(C)n(C)n(-c3ccccc3)c2=O)c(=O)n(-c2ccccc2)n1C	2	0.0	-19	-4	-8	0	-2	-3.4	117	-2
O=C(NCCc1c[nH]c2ccccc12)c1ccc([N+](=O)[O-])o1	1	·	·	·	·	7	-4	·	98	·
COc1ccc(NC(=O)Nc2cccnc2)c(OC)c1	3	-0.3	1	·	-2	2	-2	0.3	107	-3
O=C(CNC(=O)c1ccccc1)NCCO	1	-2.2	38	-1	1	1	0	0.4	106	2
COc1ccccc1C1/C(=C(\O)c2ccc3c(c2)OCCO3)C(=O)C(=O)N1Cc1cccnc1 (stereo not given)	-2	-2.5	-2	-3	-10	5	0	0.4	103	-6
Cc1ccc(CNc2ncccc2-c2nc3cc(Cl)ccc3o2)cc1	-3	-0.2	-5	·	-5	-2	1	1.0	101	2
COc1ccccc1C(=O)NC(=S)N1CCCc2ccccc21	0	-0.4	-5	·	-10	1	2	1.4	103	-3
CCN1CCN(S(=O)(=O)c2ccc(-c3cc(C)no3)s2)CC1	0	-3.9	-4	-3	1	4	-1	-2.8	·	-5
CCOc1ccc(NC(=O)CSc2ccccc2N)cc1	0	-16	-6	1	-2	-2	3	-5.0	101	-7
Cc1ccnc(NS(=O)(=O)c2ccc(N3C(=O)Nc4ccccc4N3O)cc2)c1	4	0.7	15	-1	-3	0	-4	1.8	101	-1
CN(C(=O)CSc1nc2ccccc2[nH]1)C1CCS(=O)(=O)C1 (stereo not given)	-4	-0.2	-3	-3	-15	16	0	-1.7	105	-2
CCOC(=O)c1cnc2c(C)cccc2c1Nc1cccc(C(=O)O)c1	1	-2.9	2	-5	-18	-1	1	-0.6	100	0
Cc1ccc(/C=C2\CCCC3=C2NC(=S)NC3c2ccc(C)cc2)cc1 (stereo not given)	0	-0.4	-3	-5	3	3	-1	-1.6	96	-6
S=c1[nH]nc(-c2ccncc2)n1/N=C/C=C/c1ccccc1	2	-0.6	-13	9	-3	2	1	0.1	·	-6
O=Nc1c2ccc[nH]c-2c2ccc([N+](=O)[O-])cc12	-2	-3.9	4	0	5	·	0	0.1	92	-7
O=S(=O)(c1ccc(Cl)c(S(=O)(=O)N2CCCC2)c1)N1CCCC1	-2	-2.7	11	-1	6	-3	2	-1.3	122	-5
Nn1cc(-c2ccccc2)nc1SCC(=O)NCC(F)(F)F	-2	-2.1	-2	-5	0	-3	1	0.8	99	-4
COC(=O)c1nn(-c2ccccc2)c(Sc2ccccc2)c1/C=N/O	-8	-2.3	-3	-1	-7	0	5	-1.0	98	1
COc1cc(OC)cc(-n2nnnc2SCC(=O)NCc2cccs2)c1	-4	-1.9	1	-2	-11	27	0	-0.6	105	2
CC(=O)c1cccc(NC(=O)c2ccc(NC(=O)CCS(=O)(=O)c3cccs3)cc2)c1	0	-0.7	-9	-2	8	-5	6	0.7	103	-1
CN(C)c1ccc(C(=O)NCc2ccc3c(c2)OCO3)cc1	-4	-0.4	-5	-2	-5	0	2	-4.7	99	-3
Continuation.
SMILES	DAGLB inhibitor	CAL PDZ FP-1	Arr AP2 block	CAL PDZ FP-2	Cardiac RTF inh	NSD2 HMT inh	V-ATPase pHluor	C-LANA FP	DSG3 Ab inh	Keap1-Nrf2 PPI
Cn1c(N)c(C(=O)COC(=O)COc2cc(Cl)c(Cl)cc2Cl)c(=O)n(C)c1=O	-2	-0.6	-16	-9	-8	-6	-3	0.0	·	-3
O=c1c2ccccc2nc(SCc2nc3ccccc3s2)n1CCCO	1	-4.7	-3	-2	-8	15	3	-0.6	115	-12
CCOC(=O)c1c(CC(C)C)csc1NC(=O)COC(=O)c1cnc(C)cn1	-2	·	·	·	·	-6	2	·	103	·
Cc1ccc2ccccc2c1NC(=O)Cn1nnc(-c2cccnc2)n1	1	·	9	-8	6	-3	1	2.0	101	-7
COC(=O)c1c(NC(=O)/C=C/c2ccco2)sc2c1CCC2	-1	0.1	31	-3	-1	2	-5	-0.1	·	-1
C/C(=N\NC(=O)c1ccncc1)c1cc2ccccc2o1	0	0.2	8	7	0	-2	0	0.8	104	4
O=C(Cc1cccs1)Nc1ccc(S(=O)(=O)N2CCCCC2)cc1	-4	-1.9	-3	-10	-6	0	1	0.2	98	1
C/C(CC1CC(C)(C)OC1=O)=N\NC(N)=S (stereo not given)	·	·	5	·	·	-1	0	·	114	·
CCCOc1ccccc1C(=O)Nc1ccc(S(=O)(=O)N2CCN(C)CC2)cc1	-2	0.0	0	5	-3	2	-2	-0.3	112	-6
COc1ccc(-c2nnn(CC(=O)N(Cc3ccc(F)cc3)C(C(=O)NC3CCCC3)c3ccc(F)cc3)n2)cc1 (stereo not given)	-5	-0.5	0	-4	-3	-4	-3	0.8	103	-4
COc1ccc2[nH]cc(S(=O)(=O)c3ccc(C(C)C)cc3)c(=O)c2c1	-1	-0.2	-5	-1	5	0	-2	-0.4	107	1
Oc1cccc(/C=N/Nc2cc(N3CCOCC3)nc(N3CCOCC3)n2)c1	2	-0.2	-19	-2	1	23	0	1.3	98	-2
O=C(NN=Cc1ccccc1OC(F)F)c1cccc(S(=O)(=O)N2CCCC2)c1	-2	-1.7	4	·	9	0	-1	-0.5	93	-3
Cc1cc(C(=O)CSc2n[nH]c(N)n2)c(C)n1-c1ccc(F)cc1	2	-0.9	-2	-2	-3	5	0	-1.0	108	-2
CC1(c2ccccc2)NC(=O)N(CC(=O)N2CC(=O)Nc3ccccc32)C1=O (stereo not given)	1	0.0	-12	3	-7	·	2	-0.7	94	-2
O=C(CNC(=O)Cc1ccccc1)N=Nc1c(O)[nH]c2ccc(Br)cc12	4	0.5	11	·	-11	·	-39	1.1	101	0
O=C(Cn1ccc2ccccc2c1=O)NCC1COc2ccccc2O1 (stereo not given)	-2	-2.5	3	-1	-2	0	2	-0.1	96	-1
O=C(COc1ccccc1C(=O)NCC1CCCO1)Nc1ccc(Cl)cc1Cl (stereo not given)	0	-1.7	4	11	-7	-1	-1	-1.6	81	-2
O=C(O)c1ccc(N2C(=O)CCCC2=O)cc1	-2	-0.8	8	2	1	·	-1	1.3	102	2
CC(=O)Nc1ccc(C(=O)Nc2cccc(-c3cnc4ccccc4n3)c2)cc1	1	-0.3	-16	5	-14	·	1	0.6	89	-1
COc1ccc(-c2csc(/C(C#N)=C\c3ccc(O)c([N+](=O)[O-])c3)n2)cc1OC	12	3.1	-8	-2	-5	16	-1	-2.0	81	2
CC(C)(C)Sc1ccc([N+](=O)[O-])cc1C(=O)Nc1ccncc1	-1	-0.7	-8	-2	-1	-1	-4	0.2	97	-4
COc1ccc(-n2cc(CN(C)C(C)c3ccncn3)c(-c3cccc(F)c3)n2)cc1 (stereo not given)	-5	-0.7	-9	-5	-3	0	-5	-1.8	107	0
COC(=O)C1=C(N)Oc2cc(C)n(Cc3ccco3)c(=O)c2C1c1cccc(Cl)c1 (stereo not given)	-2	-1.2	-13	-6	-8	-3	-1	0.4	95	1
O=C(Oc1cccc2c(OC(=O)N3CCCC3)cccc12)N1CCCC1	-1	-0.5	42	-3	-8	7	2	-1.7	97	6

Limited to DSG3 Ab inh and DAGLB inhibitor, for some of the entries so far:
| compound | DSG3 Ab inh | DAGLB inhibitor |
| --- | --- | --- |
| O=C(NCCc1c[nH]c2ccccc12)c1ccc([N+](=O)[O-])o1 | 98 | 1 |
| O=Nc1c2ccc[nH]c-2c2ccc([N+](=O)[O-])cc12 | 92 | -2 |
| COc1cc(OC)cc(-n2nnnc2SCC(=O)NCc2cccs2)c1 | 105 | -4 |
| COc1ccccc1C1/C(=C(\O)c2ccc3c(c2)OCCO3)C(=O)C(=O)N1Cc1cccnc1 (stereo not given) | 103 | -2 |

Other results follow.
SMILES	DAGLB inhibitor	CAL PDZ FP-1	Arr AP2 block	CAL PDZ FP-2	Cardiac RTF inh	NSD2 HMT inh	V-ATPase pHluor	C-LANA FP	DSG3 Ab inh	Keap1-Nrf2 PPI
CN(CCc1ccccn1)C(=O)CCC1CCCN(C(=O)c2cccc(N(C)C)c2)C1 (stereo not given)	-2	-1.6	-14	4	4	-1	4	1.4	101	-2
COc1ccc(OC)c(C(C)NC(=O)C23CC4CC(CC(C4)C2)C3)c1 (stereo not given)	-3	-1.2	13	-3	-2	-1	3	109*	117	0
CCC(C)(C)C1CCC2(CC1)NC(=O)N(CC(=O)N(C)Cc1ccc3c(c1)OCCO3)C2=O (stereo not given)	1	0.0	17	-1	-11	1	4	-0.6	·	-2
CCC(CO)Oc1cc(NC(=O)Cc2ccccc2)c2ncn(C(C)C)c2c1 (stereo not given)	3	0.0	-4	0	4	·	1	0.1	103	-5
CC(C)c1cc(C(=O)N2CCCC(CCC(=O)N3CCN(c4ccccn4)CC3)C2)no1 (stereo not given)	1	-3.4	2	-3	-6	-1	4	0.8	101	-5
CCCCOCCCNC(=O)N[C@H](C(=O)O)C(C)CC (stereo not given in full)	0	-1.4	5	-3	-8	7	2	-1.0	98	-3
Nc1cc(N)c2c(c1)C(=O)c1ccccc1-2	13	-0.1	-3	·	-2	6	0	-1.7	90	-8
CCCNC(=O)Cn1cnc2sc(C(=O)NCCCN3CCOCC3)c(C)c2c1=O	0	-1.1	-3	3	1	1	-4	-1.3	83	-4
CN(CC(=O)Nc1ccc(Cl)cc1F)C1=NS(=O)(=O)c2ccccc21	-1	-0.9	3	·	1	-2	-1	-0.9	95	-6
Cc1[nH]nc2c1C(c1ccc(Cl)cc1)C(C#N)=C(N)O2 (stereo not given)	0	-0.2	5	5	5	1	1	-2.5	104	0
O=C(Nc1cccc2ccccc12)OCc1cncs1	-1	-1.5	3	·	-7	-2	2	-1.8	87	-1
CC(C)(C)OC(=O)N1CCC(c2c(C(=O)O)cnn2-c2ccc(Cl)cc2)CC1	0	·	32	·	-4	·	-3	-1.4	96	0
CNC(=O)N(O)C1N(/N=C/c2ccc(SC)cc2)C(=S)SC1(C)C (stereo not given)	0	-1.0	21	13	7	1	0	6.1	106	-1

High-throughput results: PubChem BioAssay, several laboratories

Not all compounds are listed; rates above refer to the full screens.
